14-3-3g Raf = alters human 14-3-3 gamma binding to Raf peptide; FP, 14-3-3gamma / TMR-pS259-Raf peptide binding; inhibition, % at 40 µM; 160,000 tested, 0.19% active; AID 422; in the data active means inhibition above about 30%;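 further: 0% = protein plus tracer without compound and 100% = blank with tracer alone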
Target sequence (P61981 whole entry, looked up): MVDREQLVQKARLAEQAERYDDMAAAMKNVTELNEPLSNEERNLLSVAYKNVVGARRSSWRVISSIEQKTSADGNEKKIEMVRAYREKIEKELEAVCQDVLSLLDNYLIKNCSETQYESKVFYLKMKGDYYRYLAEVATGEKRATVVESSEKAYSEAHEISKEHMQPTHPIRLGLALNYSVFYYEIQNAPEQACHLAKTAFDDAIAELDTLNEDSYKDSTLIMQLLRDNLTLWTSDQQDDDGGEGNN
* hit, by the source's call; & = joins results of further samples. Not all compounds are listed (hit frequency here may not be typical).

SMILES	14-3-3g Raf
CCn1c(SCC(=O)Nc2nc3ccccc3s2)nnc1-c1ccc(OC)cc1	-5.1
CCOc1ccc2nc(NC(=O)c3ccc(Cl)s3)sc2c1	-4.3
CCN1C(=O)c2cccc3c(S(=O)(=O)Nc4ccc(C)cn4)ccc1c23	6.7
COc1ccc(/C=N/n2c(=O)[nH]c3c([nH]c4ccc(C)cc43)c2=O)cc1CN1CCOCC1	-1.6
COc1cc(N=c2oc3c(C)ncc(CO)c3cc2C(=O)Nc2cccc(C(F)(F)F)c2)cc(OC)c1OC	-12.3
CS(=O)(=O)Nc1ccc(C2=NN(C(=O)c3cccs3)C(c3cccc(F)c3)C2)cc1 (centres undefined)	-33.4
COc1ccc(NC(=O)C2CCCN(S(=O)(=O)c3cnc[nH]3)C2)cc1 (centres undefined)	6.7
O=C(CN1CCCCC1)OCCCc1ccccc1	-3.4
Cc1c(Cl)cccc1NC(=O)c1ccc(F)c(S(=O)(=O)N2CC(C)CC(C)C2)c1 (centres undefined)	1.4
Cc1cccn2c(=O)c3cc(C(=O)N4CCN(c5ccccc5)CC4)sc3nc12	-10.2
Cc1cc(C)c(C)c(S(=O)(=O)NCCc2c(C)[nH]c3ccccc23)c1C	-5.3
CCn1cc(C2=NOC(C(=O)Nc3cc(C)nn3-c3ccccc3)C2)c(C)n1 (centres undefined)	-3.9
COc1ccc2c(c1)c(=O)c1ccccc1n2CC(=O)Nc1cc(F)ccc1C	-12.3
O=C(Nc1ccc2c(c1)OCO2)c1cc2n(n1)C(C(F)(F)F)CC(c1ccccc1)N2 (centres undefined)	8.2&-1.4
C=CCn1c(SCC(=O)Nc2cc(NC(C)=O)ccc2OC)nnc1-c1ccccn1	-7.2
Cc1cccc(OCC(=O)Nc2ccc(NC(=O)c3ccco3)cc2)c1	-3.9
CCOc1ccc(C2C(C(=O)OC)=CN(C(C)C)C=C2C(=O)OC)cc1	9.7
CC(=O)Nc1ccc(Oc2ccc3c(c2)C(=O)N(c2ccc(C)cc2)C3=O)cc1	-2.1
COc1ccc(/C(O)=C2\C(=O)C(=O)N(Cc3cccnc3)C2c2ccc(OC)cc2)cc1 (centres undefined)	-7.2
O=C1NC(=Nc2ccccc2)N(c2ccccc2)C1=O	4.8
CCOC(=O)C1C(c2ccc(C)o2)NC(=S)NC1(O)C(F)(F)F (centres undefined)	-7.0
CCCCC(=O)N1CCc2cc(OC)c(OC)cc2C1COc1cc(C)cc(C)c1 (centres undefined)	-20.0
O=C(COc1ccccc1O)Nc1ccc(Cl)cc1	-3.8
OC(COc1ccc2cc(Br)ccc2c1)CN1CCCC1 (centres undefined)	-4.3
Cc1ccc(C(=O)N2CC(=O)Nc3ccc(Cl)cc3C2c2ccc(F)cc2)cc1C (centres undefined)	1.1

Quoted from above for reference:
SMILES	14-3-3g Raf
CCOC(=O)C1C(c2ccc(C)o2)NC(=S)NC1(O)C(F)(F)F (centres undefined)	-7.0
CCCCC(=O)N1CCc2cc(OC)c(OC)cc2C1COc1cc(C)cc(C)c1 (centres undefined)	-20.0
O=C(COc1ccccc1O)Nc1ccc(Cl)cc1	-3.8
OC(COc1ccc2cc(Br)ccc2c1)CN1CCCC1 (centres undefined)	-4.3
Cc1ccc(C(=O)N2CC(=O)Nc3ccc(Cl)cc3C2c2ccc(F)cc2)cc1C (centres undefined)	1.1

(list continues)
SMILES	14-3-3g Raf
CNc1nc2c(c(=O)n(C)c(=O)n2C)n1Cc1ccccc1	-9.0
COc1cc(C)c(S(=O)(=O)N2CCN(S(=O)(=O)c3cc(C)c(OC)cc3C)C(C)C2)cc1C (centres undefined)	-5.5
COCCn1nnnc1C(c1ccccc1)N1CCN(Cc2ccc3c(c2)OCO3)CC1 (centres undefined)	2.5
O=C(CSc1ncn[nH]1)NC1CC2CCC1C2 (centres undefined)	3.8
NC(=O)C1(N2CCCCC2)CCN(C(=O)CCCCCn2c(=S)[nH]c3ccccc3c2=O)CC1	-8.7
CCOC(=O)CSc1nc(-c2ccco2)nc2c1c(=O)n(C)c(=O)n2C	-8.5
C=CCNC(=O)C1CCN(S(=O)(=O)CC)CC1	-5.0&2.8
O=C(Nc1ccc(I)cc1)c1cccc(C(=O)Nc2ccc(I)cc2)c1	-18.4
COc1nc(NCCO)nc(Nc2ccc(I)cc2)n1	-2.2
C=CCn1c(COc2ccccc2F)nnc1SCC(=O)NC(=O)NCc1ccco1	-1.0
CCOC(=O)c1c(NC(=O)CSc2nnc(-c3ccc(OC)cc3)o2)sc2c1CCC2	-13.9
Cc1ccc(C(=O)CSc2nc(-c3cccnc3)ccc2C#N)cc1	-38.4
COCCn1c(=S)[nH]c2cc3c(cc2c1=O)OCO3	-5.5
Cc1cc(CN2C(=O)c3ccccc3C2=O)cc(N2CCOCC2)c1	-6.5
CCCCCCc1cc2cc(-c3nnc(-c4ccccc4O)o3)c(=O)oc2cc1O	-28.0
O=C(NCc1ccccc1Cl)C1CCCN(S(=O)(=O)c2cccc3nsnc23)C1 (centres undefined)	-3.2
CCCCn1c(=O)c(-c2ccc3ccccc3n2)cc2ccccc21	-12.9
CCc1ccc(CNC(=O)C2CCN(S(=O)(=O)CC)CC2)cc1	6.5
CCc1nc(SCC(=O)c2ccc(C)c(C)c2)n[nH]1	-3.7
CC(CN1CCN(C)CC1)OC(=O)c1ccccc1Br (centres undefined)	0.2
COc1ccc(C(=O)Nc2ccc(S(=O)(=O)N3CCOCC3)cc2)cc1OC	-2.4
CC1(C)Oc2ccc3ccc(=O)oc3c2/C(=C/N)C1=O	-4.8
CC(C)(C)c1ccc(C(=O)Nc2cc(C(=O)Nc3ccc4c(c3)OCCO4)ccc2N2CC3CC(C2)c2cccc(=O)n2C3)cc1 (centres undefined)	-20.0
N#Cc1cc2sc3nnc(-c4ccncc4)n3c2cc1C#N	-10.0
Cc1cccn2c(Nc3ccc4c(c3)OCCO4)c(-c3ccsc3)nc12	-2.3
COC(=O)[C@H](Cc1ccccc1)NC(=O)NCc1ccc(S(N)(=O)=O)cc1	2.0
Cc1ccc(-c2nn(CCC(=O)Nc3ccc(Br)cc3)c(=O)c3ccccc23)cc1	-0.8
O=C(CN(Cc1ccccc1)S(=O)(=O)c1ccc(Br)cc1)Nc1ccc(Br)cc1	-3.0
COc1ccc(-c2ccc(C(=S)N3CCN(c4ccc(C)cc4)CC3)o2)cc1	3.2
CCCCOc1ccc(NC(=O)C2CCCCC2C(=O)O)cc1 (centres undefined)	-1.0
Cc1ccc(S(=O)(=O)NC2c3cccc4cccc(c34)C2Sc2ncccn2)cc1 (centres undefined)	-13.3
O=C(NC1CCCC1)c1cccc(S(=O)(=O)N2CCCCC2)c1	2.3
Cc1cc(C)c2c(N)c(C(=O)c3ccc(F)cc3)oc2n1	-8.4
Cc1ccc(-c2nc(C(=O)NC3CCCCCC3)no2)cc1	1.5
CN1CCc2c(sc3c2C(=O)NC(c2ccc(Cl)cc2)N3)C1 (centres undefined)	-210.9
O=C(Nc1ccc(S(=O)(=O)N2CCOCC2)cc1)C1c2ccccc2Oc2ccccc21	-11.2
COC(=O)c1nnn(CC(=O)Nc2ccccc2OC)c1C(=O)OC	-2.1
Cc1c(C(=O)Nc2ccc(Cl)cn2)oc2ccccc12	-1.6
Cc1nc2c(C(=O)NC3CCCCC3C)cnn2c(C)c1Cc1cccc(Cl)c1 (centres undefined)	-21.1
c1ccc(-c2cnc(CSc3nnc4ccccn34)o2)cc1	-7.3
O=C(Nc1nnc(SCc2ccc(F)cc2)s1)c1cccc([N+](=O)[O-])c1	5.5
CCSc1nnc(NC(=O)c2sc3nc4c(cc3c2N)CCC4)s1	-3.9
O=C(O)c1cc2nc(-c3ccccc3)cc(C(F)(F)F)n2n1	-5.0&-16.9
CN=C1SC(CC(=O)Nc2ccc(N(C)C)cc2)C(=O)N1C (centres undefined)	-3.3
COc1cccc(C(=O)N2CCN(CCCc3ccccc3)CC2)c1OC	6.8
CC(=O)OCCSc1c(-c2ccccc2)c2cc(Cl)ccc2[nH]c1=O	-4.9
O=C(CSc1ncnc2c1oc1ccccc12)Nc1ccccc1F	-4.9
CCOc1cc(C=Cc2[nH]c(=O)[nH]c(=O)c2[N+](=O)[O-])ccc1OCC(C)C	-7.0
CC(NC(=O)Cn1nc(-c2ccc(Cl)cc2)c2ccccc2c1=O)c1ccccc1 (centres undefined)	7.3
CCN1CCN(C(=O)c2sc3nc(C)nc(N(C)c4ccc(C(C)C)cc4)c3c2C)CC1	3.6

Arranged by count of non-hydrogen atoms (low to high): 6 of the compounds above.
SMILES	14-3-3g Raf
C=CCNC(=O)C1CCN(S(=O)(=O)CC)CC1	-5.0&2.8
O=C(COc1ccccc1O)Nc1ccc(Cl)cc1	-3.8
CCOc1cc(C=Cc2[nH]c(=O)[nH]c(=O)c2[N+](=O)[O-])ccc1OCC(C)C	-7.0
O=C(CN(Cc1ccccc1)S(=O)(=O)c1ccc(Br)cc1)Nc1ccc(Br)cc1	-3.0
O=C(Nc1ccc2c(c1)OCO2)c1cc2n(n1)C(C(F)(F)F)CC(c1ccccc1)N2 (centres undefined)	8.2&-1.4
COCCn1nnnc1C(c1ccccc1)N1CCN(Cc2ccc3c(c2)OCO3)CC1 (centres undefined)	2.5

Additional compounds:
| SMILES | 14-3-3g Raf |
| --- | --- |
| Cn1c(CC(O)C(Cl)(Cl)Cl)nc2ccccc21 (centres undefined) | -7.6 |
| CCS(=O)(=O)N1CCN(C(=O)CCC2CCCC2)CC1 | 3.7 |
| COc1ccc(-n2c3c(cc(C(=O)Nc4ccc5c(c4)C(=O)NC5=O)c2=O)C(=O)CCC3)cc1 | -0.8&-1.9 |
| O=C(c1cc2nc(-c3ccc([N+](=O)[O-])cc3)cc(C(F)(F)F)n2n1)N1CCCCCC1 | -3.9 |
| Cc1cc(C)nc(Nc2ncc(O)n2-c2ccc(C)c(C)c2)n1 | -23.5 |
| CCn1c(SC(C)C)nnc1-c1c[nH]c2ccccc12 | -0.8 |
| O=C(Nc1cccnc1)C(Cc1ccccc1)n1cccc1 (centres undefined) | -11.1 |
| Cc1ccccc1CNC(=O)c1ccc(N(C)S(=O)(=O)c2ccccc2)cc1 | -4.5 |
| Cc1ccc(-c2nnc(Nc3ccc(S(N)(=O)=O)cc3)c3ccccc23)cc1S(=O)(=O)N1CCCCC1 | -7.8 |
| CCCSC1=C(C#N)C(c2ccc(O)c(OC)c2)CC(=O)N1 (centres undefined) | 0.5 |
| COC(=O)c1ccc2c(c1)nc(SCC(=O)NCc1ccccc1)n1c3ccccc3nc21 | -1.2 |
| COc1ccc(CCNC(=O)C2CCN(Cc3nc(-c4ccccc4F)oc3C)CC2)cc1OC | -13.0 |
| O=C(COc1ccccc1)NCCn1ccc2ccccc21 | -7.6&2.9 |
| CC1(C)CC(=O)c2sc(NC(=O)c3ccc(S(=O)(=O)N4CCOCC4)cc3)nc2C1 | -7.1 |
| CCN(CC)C(=O)CSC1=C(C#N)C(c2cccs2)C=C(C)N1 (centres undefined) | -4.8 |
| Cc1cc(Cl)ccc1OCCCC(=O)N1CCOCC1 | -1.4 |
| COc1ccc(C2C(Oc3ccccc3)C(=O)N2c2cc(C)ccc2C)cc1OC (centres undefined) | 7.3 |
| O=C(NCc1cccs1)C1CCN(S(=O)(=O)N2CCCC2)CC1 | -4.4 |
| CCOC(=O)NC(=O)CSc1nnnn1-c1ccccc1 | -2.5 |
| COc1cccc(C2C(C(C)=O)=C(O)C(=O)N2Cc2ccco2)c1 (centres undefined) | 6.6 |
| COc1ccccc1N1CCN(C(=O)c2ccc3c(=O)n(CCc4ccccc4)c(=O)[nH]c3c2)CC1 | -5.8 |
| O=C(Nc1ccccc1)c1c(Cl)cc(Cl)nc1Cl | -3.7 |
| COc1ccc(-c2csc(NCc3ccco3)n2)cc1OC | -14.5 |
| Cc1onc(-c2ccccc2Cl)c1C(=O)NC(Cc1ccccc1)C(=O)O (centres undefined) | -5.1 |
| Cc1ccc(S(=O)(=O)NCc2ccc(C(=O)NCCc3ccc(Cl)cc3)cc2)cc1 | 16.1 |
| Cc1ccc(CSc2ccc(C(=O)N3CCN(C)CC3)cc2[N+](=O)[O-])cc1 | 0.6 |
| O=C1N2CCSC2=NC1(NS(=O)(=O)c1ccccc1)C(F)(F)F (centres undefined) | -3.2&4.3 |
| CCOc1ccc(Nc2nc(NCCN3CCOCC3)nc(OC)n2)cc1 | -3.8 |
| CC(C)CNC(=O)CN(c1cc(C(F)(F)F)ccc1Cl)S(=O)(=O)c1ccccc1 | -7.6 |
| Cc1sc2nc[nH]c(=O)c2c1C | -4.6 |
| O=C(c1cnn2c(C(F)F)cc(-c3ccccc3)nc12)N1CCOCC1 | -3.4 |
| O=c1nc(-c2ccccc2)c2ccccc2[nH]1 | 1.8 |
| O=C(CCS(=O)(=O)Cc1ccccc1Cl)NCc1ccc(F)cc1 | -1.5 |
| COC(=O)C(NC(C)=O)(Nc1ccc(Cl)cn1)C(F)(F)F (centres undefined) | -7.5 |
| CCc1cccc(NC(=O)c2ccc(NC(=O)C3CCCO3)cc2)c1 (centres undefined) | -3.9 |
| CC(C)(C)NCC(O)COc1c(Br)ccc2c1sc1nc3n(c(=O)c12)CCCCC3 (centres undefined) | -12.4 |
| O=C(CSc1nnc2c3ccccc3n(Cc3ccccc3)c2n1)c1ccccc1 | -7.9 |
| CCCOC(=O)c1ccc(NC(=O)c2cc(-c3ccccc3)nc3ccccc23)cc1 | 1.4 |
| COc1ccccc1NC(=O)C1=C(C)NC2=C(C(=O)CC(c3ccc(OC)c(OC)c3)C2)C1c1ccc(C)cc1 (centres undefined) | -7.0 |
| CC1CN(S(=O)(=O)c2ccc(Cl)c(S(=O)(=O)N3CC(C)OC(C)C3)c2)CC(C)O1 (centres undefined) | -2.6 |
| Cc1noc(C)c1CSc1nnc2c(C)cc3ccccc3n12 | -3.2 |
| Cn1ccnc1SCc1cn2ccccc2n1 | -2.8 |
| CC(C)c1ccc(C2/C(=C(\O)c3ccc(Cl)cc3)C(=O)C(=O)N2c2cccnc2)cc1 (centres undefined) | -6.5 |
| COc1cc(C(=O)N2CCCC(c3nc(-c4cccs4)no3)C2)cc(OC)c1OC (centres undefined) | -12.7 |
| CCCCCOc1ccc(C2C(C(=O)OC)=C(C)N=C3SCCC(=O)N32)cc1 (centres undefined) | -8.2 |
| Cc1cc(OCc2nc(-c3ccncc3)no2)cc(C)c1Br | 2.3 |

High-throughput results as filed in PubChem BioAssay.
